OX1R antag-1: antagonists of human orexin 1 receptor (OX1R); 330,000 tested, 1.8% active; inhibition, % at 6.6 µM; OX1R-expressing cells, FRET antagonist read-out; Orexin/Hypocretin receptor type 1 (Homo sapiens), O43613; AID 485270, 2010; in the data active means inhibition mostly above about 38%, no sharp cut-off; inactive means mostly below about 40%;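 further: 0% = agonist challenge alone and 100% = reference antagonist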
Target sequence (O43613 whole entry, looked up): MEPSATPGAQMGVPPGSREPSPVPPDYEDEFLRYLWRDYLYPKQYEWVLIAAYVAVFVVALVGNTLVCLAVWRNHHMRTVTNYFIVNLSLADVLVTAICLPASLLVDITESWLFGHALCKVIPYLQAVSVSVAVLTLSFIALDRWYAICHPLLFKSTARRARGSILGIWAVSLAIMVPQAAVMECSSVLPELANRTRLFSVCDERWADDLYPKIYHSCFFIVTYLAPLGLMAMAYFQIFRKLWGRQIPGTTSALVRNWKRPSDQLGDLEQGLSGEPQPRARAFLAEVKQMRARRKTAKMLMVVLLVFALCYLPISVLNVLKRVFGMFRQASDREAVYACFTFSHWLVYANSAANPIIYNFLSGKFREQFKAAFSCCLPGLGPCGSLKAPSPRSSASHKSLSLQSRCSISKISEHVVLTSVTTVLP
OX1R antag-2: OX1R (HCRTR1) antagonists, primary screen, fluorescence, CHO/OX1R cells, Fluo-8 calcium, orexin A | 330,000 tested, 0.43% active | inhibition, % at 5 µM | AID 434989, 2010 | Orexin/Hypocretin receptor type 1 (Homo sapiens), O43613 | Fluo-8 calcium fluorescence;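 active means inhibition above its plate's threshold, mean inhibition of all tested compounds on the plate plus 3 SD, cut at about 37% in these data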;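 further: 0% = orexin A challenge wells and 100% = SB-334867-A antagonist wells; not every result past the cut was called active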
* hit, by the source's call. Not a hit list; 2% or so of the library scored in one or more.

Structure	OX1R antag-1	OX1R antag-2
Cc1ccc(C(=O)Sc2cccccc2=O)cc1	7.8	53.0*
O=C(CCl)N1N=C(c2ccco2)CC1c1ccco1 (configuration not stated)	11.4	-17.0
COC(=O)Nc1ccc(S(=O)(=O)Nc2cc(OC)nc(OC)n2)cc1	-1.4	-4.3
CC1CC(C)CN(C(=O)c2ccncc2)C1 (configuration not stated)	6.7	0.1
Cc1cc(C)c(/C=N/NC(=O)c2nnn(-c3nonc3N)c2CN2CCC(C)CC2)c(C)c1	5.1	-35.2
C=CC[C@@H](CC(=O)NCCO)C(=O)N[C@@H](COC(=O)[C@@H](CC=C)CC(=O)OC(C)(C)C)Cc1ccccc1	7.5	-21.8
Cc1cc2nc(C3CCN(Cc4nnnn4Cc4cccs4)CC3)[nH]c2cc1C	12.9	-17.0
COc1cc(SC)ccc1C(=O)N1CCN(S(=O)(=O)/C=C/c2ccccc2)CC1	-1.5	-16.2
O=C(Nc1ccc(-c2nc3ccccc3o2)cc1)c1ccc(N2CCOCC2)c([N+](=O)[O-])c1	5.8	-3.5
O=C(Nc1ccc(Cl)cc1)Nc1ccccc1CC[N+](=O)[O-]	26.5	1.0
Cc1ccc(C)c(NS(=O)(=O)c2ccc3oc(=O)ccc3c2)c1	3.2	-13.8
O=C(/C=C/Nc1ccc(Br)cc1F)c1ccco1	15.2	-25.1
Clc1ccc(N=c2ssnc2Cl)cc1	41.1	22.9
Cc1nc(CSc2ccccc2)cc(=O)[nH]1	10.8	1.2
CCCN(CC(=O)Nc1ccccc1C)C(=O)c1ccc(N2CCCC2)c([N+](=O)[O-])c1	17.1	-29.2
CCNC(=O)N1CCOCC1	2.3	-52.1
COc1cccc(-c2nc(CS(=O)(=O)CC(=O)N3CCOCC3)c(C)o2)c1	13.6	-22.2
COc1ccc(C(=O)N2CCN(C)C(C)C2)cc1OC1CCN(C(C)=O)CC1 (configuration not stated)	22.9	3.0
Cc1ccccc1C(=O)c1cn[nH]c1-c1ccccc1O	14.8	-11.4
c1ccc(CN2c3ccccc3-c3nc4ccccc4n3C2c2ccccn2)cc1 (configuration not stated)	14.5	-34.1
COc1cccc(-n2c(SCC(=O)N3CCCCC3)nc3c([nH]c4ccccc43)c2=O)c1	7.0	-33.6
Cc1cc(Cl)ccc1OCC(O)CNCCc1ccc(S(N)(=O)=O)cc1 (configuration not stated)	1.2	-14.3
NC(=O)CSc1ccc(F)cc1	-3.8	0.3
O=C(CSc1nnnn1-c1ccc2c(c1)CCC2)NCc1cccs1	23.4	-26.4
CC(C)Oc1ccc(C(=O)Nc2ccc(S(=O)(=O)N3CCN(C)CC3)cc2)cc1	-0.2	-31.4
CC(=O)NCCOc1ccc2oc3ccccc3c2c1	18.0	-15.4
Oc1ccc(/C=N/N(c2ccccc2)c2ccccc2)c(O)c1O	14.2	-4.6
CCOc1ccc(NC(=O)Nc2ccc3c(c2)nc(C)n3C)cc1	8.2	-29.9
CCOc1ccc(C(C)(C)C)cc1S(=O)(=O)N1CC(C)OC(C)C1 (configuration not stated)	25.6	-27.5
C[C@]12CCC(=O)C=C1CC[C@@H]1[C@@H]2C(=O)C[C@@]2(C)[C@H]1CC[C@]2(O)C(=O)CO	14.3	3.2
CCOP(=O)(c1ccc(N(C)C)cc1)C(O)c1cccnc1 (configuration not stated)	8.8	-22.3
O=C(COc1ccc(Cl)cc1Cl)NNC(=S)NC(=O)c1ccco1	8.1	-17.6
CCc1cc(=O)oc2cc(C)cc(OCC(=O)NC3CC3)c12	16.4	-3.8
O=C(CCN1C(=O)c2ccccc2C1=O)NCc1ccccc1	2.7	6.4
COc1ccc(OCC(=O)Nc2ccc(N3CCCCC3)cc2)cc1	12.8	-29.5
COc1ccc2[nH]c3c(c2c1)CCN1C(=O)C(CC(=O)NC(C)(C)C)C[C@H](C(=O)N2CCOCC2)[C@@]31CCC1CCCC1 (some centres not stated)	-2.6	-11.5
Cc1ccccc1Cn1nnc(-c2ccc3c(c2)OCO3)n1	4.1	-4.5
CCCOc1ccc(NC(=O)CC2C(=O)OCC3CCCCN32)cc1 (configuration not stated)	7.0	-4.5
CN(Cc1cnccn1)C(=O)CC1C(=O)NCCN1Cc1c(F)cccc1Cl (configuration not stated)	14.4	-15.6
COc1ccc(C(=O)Nc2ccc(C(F)(F)F)n(C)c2=O)cc1	20.1	-16.0
O=C(N/N=C1\C2CN3CCN(C2)CC1(c1ccccc1)C3)c1ccc(F)cc1	4.7	-12.6
COc1ccc(/C=N/n2cncn2)cc1Cn1nc(C)c([N+](=O)[O-])c1C	-0.8	-13.3
CCN(Cc1ccccc1)S(=O)(=O)c1cc(C(=O)NCCCN(C)C)ccc1OC	4.5	1.4
CSc1ccc(/C=C(/NC(=O)c2ccccc2)C(=O)N2CCN(C)CC2)cc1	10.1	-20.4
O=C(Nc1ccc(F)cc1)C(=O)c1cn(CC(=O)N2CCOCC2)c2ccccc12	9.6	-19.6
COc1cc(CC(=O)Nc2cccc(SC)c2)cc(OC)c1OC	21.9	3.5
Cc1cccc(Oc2nc3ccccn3c(=O)c2/C=C(\C#N)C(=O)NC2CCS(=O)(=O)C2)c1C (configuration not stated)	16.0	-4.5
c1ccc(-c2csc(Cc3nnc4n3CCCCC4)n2)cc1	-3.1	8.8
Cc1cc(C(=O)Nc2nnc(-c3ccccc3)s2)no1	13.5	-26.0
COCC(C)NC(=O)NC1(C(F)(F)F)Oc2ccc(Cl)cc2O1 (configuration not stated)	9.9	-39.1
CCOC(=O)C1=C(COC(=O)C(CC)Oc2ccccc2)NC(=O)NC1C (configuration not stated)	24.2	-17.1
CN1CCc2c(sc3c2c(=O)n(-c2ccccc2)c2nnc(SCc4ccccc4)n32)C1	50.3	-26.6
O=S(=O)(NCC(Nc1ccc(Cl)cc1)c1ccccc1)c1ccc(Cl)cc1 (configuration not stated)	2.6	9.9
O=C(CN1C(=O)C2CC=CCC2C1=O)Nc1ccc(-c2nnc3n2CCCCC3)cc1 (configuration not stated)	8.5	-2.7
COc1ccccc1-c1cn(-c2ccccc2)c(=S)[nH]1	-7.1	-22.0
CCOC(=O)CCC(=O)NNC(=O)COc1ccc(C(C)C)cc1Br	28.0	-4.3
COc1ccccc1C1=NOC(C)(c2nnc(-c3cccc(Cl)c3)o2)C1 (configuration not stated)	7.9	-23.5
CC(C)(C)n1cnc2cc(NC(=O)c3ccc(Cl)cc3)ccc21	5.2	-26.4
O=C(NCCc1ccc(Cl)cc1)C1CCCN(S(=O)(=O)c2cnc[nH]2)C1 (configuration not stated)	8.1	-8.2
Clc1ccc(OCCN2CCOCC2)cc1Cl	20.8	-17.8

Brought forward from above: 3 entries, followed by the next part.
Structure	OX1R antag-1	OX1R antag-2
CC(C)(C)n1cnc2cc(NC(=O)c3ccc(Cl)cc3)ccc21	5.2	-26.4
O=C(NCCc1ccc(Cl)cc1)C1CCCN(S(=O)(=O)c2cnc[nH]2)C1 (configuration not stated)	8.1	-8.2
Clc1ccc(OCCN2CCOCC2)cc1Cl	20.8	-17.8
COc1ccccc1C(=O)N1CCCC1(C#N)c1ccccc1 (configuration not stated)	15.2	-8.2
O=C(NCc1ccc2c(c1)OCO2)C1Cc2ccccc2CN1C(=O)c1ccco1 (configuration not stated)	8.2	-11.8
O=S(=O)(Nc1nc2ccccc2nc1Cl)c1ccc(F)cc1	14.0	4.7
COc1ccc(OCCCC(=O)Nc2ccc(N3CCCCC3)cc2)cc1	15.2	-10.2
Cc1cc(C)c(C)c(S(=O)(=O)NC(C)C(=O)O)c1C (configuration not stated)	9.6	-2.8
Cc1ccc(Nc2nc(-c3sc(NC(=O)c4ccccc4)nc3C)cs2)cc1	27.6	-21.1
CC(C)OCCCNC(=O)c1cc(-c2cccnc2)nc2ccccc12	5.7	-24.6
O=C(CN1C(=O)c2ccccc2C1=O)N1CCN(C2c3ccccc3-c3ccccc32)CC1	1.3	-11.0
COc1ccc(-n2cc(CN(C)C3CCOCC3)c(-c3cccc(F)c3)n2)cc1	8.8	-21.1
COC(=O)C1CCN(C(=O)c2ccc(OC3CCN(Cc4ccccn4)CC3)cc2)CC1	21.0	-18.4
CC(C)(C)NCC(O)CON=C1c2ccccc2-c2ccccc21 (configuration not stated)	8.8	-4.8
Cc1nnc2sc(SCC(=O)Nc3ccc(Br)cc3)nn2c1=O	4.5	-8.7
COc1cccc(-c2noc(CCC(=O)NCCc3ccccc3)n2)c1	7.6	-26.4
CCC1(c2ccccc2)NC(=O)N(CC(=O)Nc2ccccc2C(=O)N2CCCCC2)C1=O (configuration not stated)	9.4	-23.3
O=C(NC(N1CCCCCC1)C(Cl)(Cl)Cl)c1ccccc1Cl (configuration not stated)	8.8	-15.5
Cc1sc(NC(=O)c2ccco2)nc1-c1ccccc1	27.2	-10.1
COc1ccccc1N1CCN(S(=O)(=O)c2ccc(-c3cnc(C4CC4)o3)cc2)CC1	19.8	-12.0
COc1ccc(C)cc1Nc1nc(-c2ccccc2O)nc2ccccc12	15.2	-13.9
Cc1nn(CC(O)COc2ccc3c(c2)CCC3)c(C)c1Br (configuration not stated)	6.2	-26.6
COC(=O)c1c(NC(=O)C(C)C)sc(C(=O)N2CCOCC2)c1C	-0.7	-13.8
Cc1ccc2cccc(SCC(=O)Nc3ccc(F)cc3)c2n1	1.8	-19.4
O=C(CSc1ncnc2c1oc1ccccc12)Nc1cccc(C(F)(F)F)c1	5.5	-23.4
C/C(=N\Nc1nc2ccccc2s1)c1ccc2c(c1)OCO2	33.6	-18.2
COc1ccc(-n2nc3c(N4CCC(C(=O)NCCc5ccco5)CC4)nnc(C)c3c2C)cc1	12.4	-33.8
Cc1cc(-c2nnnn2-c2ccc(C(F)(F)F)cc2)no1	3.8	-8.3
C[C@H](CO)N1C[C@H](C)[C@@H](CN(C)S(=O)(=O)c2cn(C)cn2)Oc2ccc(NC(=O)Cn3cnnn3)cc2C1=O	-2.5	8.8
CCCCCCOc1ccc(C(CC(=O)NC)C(=O)O)cc1 (configuration not stated)	4.8	-5.4
CCN(CC)CCNC(=O)c1cc(S(=O)(=O)N2CCc3ccccc32)cn1C	1.5	-16.1
CCCc1ccc(C(=O)/C=C/N(C)C)cc1	10.7	-25.6
CCN(CC)CCNC(=O)c1ccccc1N	5.2	-13.7
Cc1ccc(NC(=O)c2cc(NC(=O)c3ccco3)ccc2N2CCCCC2)cc1	22.9	-34.4
CC(CN1CCCC1)C(=O)NN (configuration not stated)	2.4	-1.2
CCC(C(=O)N1CCOCC1)n1c2ccccc2c2nc(=O)cc(C)n21 (configuration not stated)	-1.8	-14.4
CCOC(=O)NC(NCc1cccc(C(F)(F)F)c1)(C(F)(F)F)C(F)(F)F	16.4	-5.1
CCOC(=O)N1CCC(NC(=O)C2CCN(C(=O)c3cc4oc(C)cc4n3Cc3c(F)cccc3Cl)CC2)CC1	6.0	-27.3
Cc1ccccc1CNC(=O)CC1C(=O)NCCN1CC1CCCCC1 (configuration not stated)	15.0	-28.8
Cc1cc2c(c(=O)o1)C(c1cccs1)C(C#N)=C(N)O2 (configuration not stated)	30.8	-8.0
CN(C)/C=C/C(=O)c1ccc(-n2cccc2)cc1	9.2	-16.2
Cn1c(=NC(=O)C2CCN(S(=O)(=O)c3cccs3)CC2)sc2ccccc21	20.2	-34.8
CC(C)N1CN(c2ccccc2)C(=S)N(c2ccccc2)C1	13.1	-8.2
O=C(CNC(=O)c1cccs1)Nc1ccc2c(c1)OCCO2	15.6	2.9
Cc1cc(C)nc(SCC(=O)Nc2ccc(S(=O)(=O)Nc3nccs3)cc2)n1	1.8	-9.0
O=C(N/C(=C/c1ccc(Br)cc1)C(=O)N1CCOCC1)c1ccco1	13.5	-21.7
CCOc1cccc(/C=C2\NC(=S)N(c3ccccc3)C2=O)c1O	28.8	-23.5
Cc1cccc(NCC(=O)N/N=C\c2ccccn2)c1	20.4	-5.7
O=C(COc1ccccc1)NC(=S)Nc1ccc(Br)cn1	12.3	-8.3
c1ccc2[nH]c(-c3ccc4c(c3)OCO4)nc2c1	22.6	-24.2
CC(=O)N1c2ccc(S(=O)(=O)N3CCC(C(=O)NCc4ccc(Cl)cc4)CC3)cc2CC1C (configuration not stated)	10.7	-24.2
CS(=O)(=O)N(CC(=O)Nc1ccccc1)Cc1ccc(Cl)cc1	17.2	-7.5
Cc1ccc(NC(=O)CCC(=O)NNC(=O)C(C)(C)C)c(C)c1	17.1	-12.3
O=C(NN=C1CCC(c2ccccc2)CC1)c1ccccc1-n1cccc1 (configuration not stated)	19.6	-10.7
O=C(CCN(NC(=O)c1ccccc1)C1=NS(=O)(=O)c2ccccc21)NC1CCCCC1	11.8	-14.6
CC(=O)N1C(=O)/C(=C2\SC(=S)N(c3c(C)n(C)n(-c4ccccc4)c3=O)C2=O)c2ccccc21	16.6	-10.0
Oc1cccc(C=Nc2cccc3ccccc23)c1O	30.5	-19.6
Cc1cc(C)n2nc(S(=O)(=O)N(C)Cc3ccccc3)nc2n1	6.5	-5.0
O=C(N/N=C/c1cc([N+](=O)[O-])ccc1O)/C(=C\c1cccs1)NC(=O)c1ccccc1	9.8	-10.9
COc1cccc(CNC(=O)CCCn2ccc3cc(S(=O)(=O)N4CCCC4)ccc32)c1	10.8	-21.0
CCN=C1S/C(=C/c2ccc(-c3ccc(F)cc3)o2)C(=O)N1CC	5.6	-31.0
